# Screens as filed in PubChem BioAssay.
# PGE2 EP2 inh: EP2 receptor (human) inhibition; C6 glioma cells expressing human EP2, cAMP TR-FRET; cells stimulated with saturating PGE2; 260,000 compounds, 0.52% hits; inhibition, % at 25 µM; AID 1422; P43116;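 active means percent inhibition above 40 after rounding to a whole number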;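 further: rat C6 glioma host cells with rolipram phosphodiesterase inhibitor present; the protocol text gives 20 µM as final concentration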
# Target sequence (P43116 whole entry, looked up): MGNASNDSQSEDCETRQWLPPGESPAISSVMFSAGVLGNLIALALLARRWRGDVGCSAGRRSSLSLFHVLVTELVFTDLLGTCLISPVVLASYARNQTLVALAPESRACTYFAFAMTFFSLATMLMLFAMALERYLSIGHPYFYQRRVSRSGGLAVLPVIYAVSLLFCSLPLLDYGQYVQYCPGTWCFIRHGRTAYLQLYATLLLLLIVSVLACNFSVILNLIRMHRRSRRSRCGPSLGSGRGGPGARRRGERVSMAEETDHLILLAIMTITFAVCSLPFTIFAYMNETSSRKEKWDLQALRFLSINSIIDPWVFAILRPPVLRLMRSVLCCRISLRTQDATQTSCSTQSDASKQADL
# EP2 mod: modulators of human EP2 prostaglandin E2 receptor; induction, % at 25 µM; EP2-expressing cells, cAMP HTRF FRET, PGE2 co-stimulation; 260,000 compounds, 0.83% hits; P43116;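 active means compounds whose cAMP rise, as percent of the full-agonist control response, exceeds 60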;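 further: rat C6 glioma line stably carrying human EP2 under a CMV promoter; the protocol text gives 20 µM as final concentration; 100% = response of wells given 1 µM PGE2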
# TRPML3 agonist: agonists of human TRPML3 channel; Q8TDD5; HEK293 TRPML3-YFP, Fluo-8 calcium fluorescence; 100% = the carbachol control signal; 220,000 compounds, 0.29% hits; activation, % at 3 µM; AID 1448;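 active means activation above its plate's cutoff, the mean activation of the plate's test wells plus 3 SD, cut at about 12% in these data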;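 further: 0% = DMSO only wells and 100% = carbachol wells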
#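 Material: TRPML3-YFP stable HEK293 cells | Dosing: One concentration, 3 µM nominal, 0.3% DMSO | Timing: 125 s total fluorescence read per well | Technique: Fluo-8 calcium dye fluorescence, ex 470-495, em 515-575 nm | Measure: Percent activation from peak-to-basal fluorescence ratio, scaled between DMSO and carbachol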
# zfTRPN1 agonist: agonists of zebrafish TRPN1 channel | 220,000 compounds, 0.18% hits | HEK293 zebrafish TRPN1-YFP, Fluo-8 calcium fluorescence; 100% = response to 87 µM carbachol | activation, % at 3 µM | AID 1424;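 active means activation above its plate's cutoff, the mean activation of test wells on that plate plus 3 SD, cut at about 19% in these data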;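 further: 0% = DMSO alone and 100% = 87 µM carbachol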
#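 Assay system: Zebrafish TRPN1-YFP in HEK293 cells | Incubation: Dye loading 1 h at 37 °C, then 30 min room temperature | Measured by: Kinetic Fluo-8 fluorescence, ex 470-495, em 515-575 nm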
# PPC-1+TRAIL kill: PPC-1 cancer cell killing with TRAIL present. 220,000 compounds, 0.41% hits. cell killing (% activity), % at 4 µM. PPC-1 cells + TRAIL, ATPLite viability luminescence. AID 1443;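 active means cell killing above 50% in the first pass at 4 µM, then a duplicate retest at 5 µM averaging 50% or more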;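 further: plate controls were cells with TRAIL plus DMSO for no effect and medium-only wells lacking cells for full effect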
# NPY Y1 blocker: blocks the human neuropeptide Y Y1 receptor | HEK293-CNG Y1 cells, membrane potential fluorescence; NPY at EC95, then isoproterenol | inhibition, % at 3.6 µM | 200,000 compounds, 1% hits | AID 1040;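 active means inhibition above the campaign mean inhibition of all tested compounds plus 3 SD, cut at about 20% in these data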;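 further: 0% = DMSO wells given NPY plus isoproterenol and 100% = isoproterenol alone without NPY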
# Target sequence (P25929 whole entry, looked up): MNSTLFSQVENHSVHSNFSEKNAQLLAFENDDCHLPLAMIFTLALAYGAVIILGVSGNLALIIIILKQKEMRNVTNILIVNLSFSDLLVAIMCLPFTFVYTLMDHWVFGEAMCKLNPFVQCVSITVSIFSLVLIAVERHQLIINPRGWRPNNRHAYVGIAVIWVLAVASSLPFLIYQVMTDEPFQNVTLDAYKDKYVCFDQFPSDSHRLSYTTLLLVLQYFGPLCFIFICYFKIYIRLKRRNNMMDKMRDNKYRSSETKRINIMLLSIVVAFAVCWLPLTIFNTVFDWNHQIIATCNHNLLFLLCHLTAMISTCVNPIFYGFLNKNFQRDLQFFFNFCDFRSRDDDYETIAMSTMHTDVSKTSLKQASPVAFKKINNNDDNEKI
#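 material = HEK293 cells with Y1 receptor plus CNG channel | also added = NPY 25 nM then isoproterenol 1 µM plus Ro 20-1724 25 µM | schedule = dye 3 h, compound 60 min room temperature, stimulation 45 min | measured by = membrane potential fluorescence | benchmarks = high control isoproterenol alone, low control NPY with isoproterenol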
# NPY-Y1 PAM-ag: human NPY-Y1 potentiation or agonism, primary screen. NPY-Y1 expressing cells, potentiator/agonist activation. 220,000 compounds, 0.37% hits. activation, % at 3.6 µM. P25929; in the data active means activation above about 33%, passing the limit was not always enough;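 further: cells stimulated with NPY at EC10 then isoproterenol at EC100; 0% = low agonist plus stimulus and 100% = saturating agonist plus stimulus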
# 14-3-3 Bad PPI: disrupts binding of bovine 14-3-3 zeta to phospho-Bad peptide | P63103 | TR-FRET 14-3-3zeta/Dy647-pBad peptide displacement, 1 h | inhibition, % at 21.7 µM | 220,000 compounds, 0.71% hits | AID 781;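 active means inhibition above about 70%, limit read from the data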;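 further: 0% = full 14-3-3 plus peptide FRET controls and 100% = background without 14-3-3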
# Target sequence (P63103 whole entry, looked up): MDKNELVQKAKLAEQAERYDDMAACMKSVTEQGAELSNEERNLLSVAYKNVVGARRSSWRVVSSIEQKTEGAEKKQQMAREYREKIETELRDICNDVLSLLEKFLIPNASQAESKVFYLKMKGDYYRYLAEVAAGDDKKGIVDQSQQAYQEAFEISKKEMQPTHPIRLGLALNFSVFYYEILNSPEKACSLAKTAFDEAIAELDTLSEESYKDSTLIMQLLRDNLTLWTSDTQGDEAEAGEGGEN
# CHOP inhibitor: blocks CHOP induction under ER stress; CHO-K1 CHOP-promoter luciferase, tunicamycin-induced, 15-18 h; inhibition, % at 10 µM; 220,000 compounds, 3.8% hits;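 active means compounds that reduced the stress-induced luciferase reporter signal by more than about 70% of percent inhibition, limit read from the data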;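 further: 0% = tunicamycin plus vehicle and 100% = wells without tunicamycin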
# An asterisk follows results filed as active; / = not tested or not shown; & = joins results of further samples; [ ] = remark or other dose. An excerpt; the hit share may differ from the screen's.
SMILES,PGE2 EP2 inh,EP2 mod,TRPML3 agonist,zfTRPN1 agonist,PPC-1+TRAIL kill,NPY Y1 blocker,NPY-Y1 PAM-ag,14-3-3 Bad PPI,CHOP inhibitor
CC(C)C(NC(=O)OCc1ccccc1)C(=O)OCC(=O)NCc1ccco1 (centres undefined),10,8,0.3,-0.3,-1,-3,10,15,5
NNC(=O)CN1C(c2ccccc2Br)=Nc2ccc(Br)cc2C1c1ccccc1 (centres undefined),8,-15,-0.3,1.3,-2,1,-27,5,-2
COC(=O)c1ccccc1Oc1ccc(NC(=O)C(C)(C)CCl)cc1,1,-50,0.8,0.9,6,-1,5,-12,20
O=C(CSc1ccc2c(c1)OCCO2)Nc1ncc(Cl)cc1Cl,5,-29,0.2,0.7,5,12,-8,-4[fluorescence artefact?],25
Cc1ccc(C(=O)Nc2ccc3c(c2)nc2n3CCSC2)cc1,4,-8,1.4,3.1,45,-4,-18,-1,32
Cc1cc(C)n(-c2ccc(C)c(Cl)c2)n1,6,7,1.2,-0.9,19,10,11,-1,-1
CSc1nc(-c2ccc(Cl)cc2)nn1C(=O)c1ccco1,9,49,-0.1,-0.5,12,2,3,-6[fluorescence artefact?],24
c1ccc(N2CCN(c3ccccc3)C2c2cccnc2)cc1,14,-2,-0.4,-0.6,17,-2,-12,-1,8
N#Cc1cc2cc3c(cc2nc1N1CCCCC1)OCCO3,10,4,0.8,-1.0,3,0,-16,0,-47
COc1ccc2c(c1)OC/C(=C/c1cccs1)C2=O,8,-2,0.3,-1.9,30,4,16,3,10
CCNC(=O)N(C(=O)NCC)n1c(C)nnc1C,13,8,1.0,0.3,4,-3,2,-1,1
COC(=O)CCC(=O)N1CCOCCOCCN(C(=O)CCC(=O)OC)CCOCCOCC1,8,1,0.9,0.1,36,3,-13,10[fluorescence artefact?],-4
COC(=O)Cn1nc(-c2ccc(C)c(S(=O)(=O)N(C)C)c2)c2ccccc2c1=O,4,27,0.5,1.2,6,-1,1,-4,31
CCNC(=O)C1Cc2ccccc2CN1S(=O)(=O)c1ccc(F)cc1 (centres undefined),2,-16,-0.1,-0.2,-9,/,-7,-4,0
CC(C)C(NC(=O)COc1ccccc1)C(=O)O (centres undefined),12,16,0.9,-0.1,33,1,-12,-11[fluorescence artefact?],3
CCn1c(-c2ccco2)nc2ccccc21,7,1,0.6,-1.0,19[5 µM],-7,-6,-9[fluorescence artefact?],-7
Cc1cccc(N2CCN(C(=O)CSc3ccsc3[N+](=O)[O-])CC2C)c1 (centres undefined),6,-47,-0.1,-0.3,1,-2,-1,-14,12
O=C(O)c1cccc2c1C(=O)c1cccc3snc-2c13,15,-16,0.9,-0.1,14,/,9,-16,23
O=C1CCNc2cc3ccccc3cc21,8,-17,0.6,0.2,52*,-6,-27,-23,53
COc1cccc(C(=O)Cn2c(N3CCOCC3)nc3c2c(=O)n(C)c(=O)n3C)c1,4,1,0.7,1.7,-16,-3,0,-3[fluorescence artefact?],-6
CCCCOCCCNC(=O)c1ccc2c(c1)OCO2,8,-43,-0.3,0.3,-2,9,-14,-10[fluorescence artefact?],0
Cc1ccc(Cn2c(SCC(=O)N/N=C/c3ccccc3OCC(=O)O)nc3ccccc32)cc1,-1,-18,-0.7,0.1,19,/,-19,5,20
Cc1nc2ccccn2c1C(=O)N/N=C/c1ccc2c(c1)OCO2,6,-16,0.1,1.4,30,3,-17,12,-8
O=C(N/N=C/c1c[nH]c2ccccc12)C1COc2ccccc2O1 (centres undefined),7,-14,0.7,0.6,26,2,6,82*[fluorescence artefact?],25
CC(=O)c1c(NCc2ccccc2)nc(=O)n(-c2ccccc2)c1C,13,-71,0.1,0.5,3,2,-27,-5,-14
COc1cccc(NC(=O)COC(=O)Cc2ccc(Cl)cc2)c1,10,-37,-0.6,-1.4,32,0,13,-4,5
Cc1cc(C)c(NC(=O)Cn2cnc3c(oc4ccccc43)c2=O)c(C)c1,7,4,1.8,0.4,7,16,-27,10,12
CN(C(=O)COC(=O)c1ccc2c(c1)OCCO2)c1ccccc1,2,-31,0.5,-0.4,4,3,-24,-3,-1
CCC(Sc1nc2cc3c(cc2c(=O)n1Cc1ccco1)OCO3)C(=O)Nc1ccccc1OC (centres undefined),5,30,0.2,1.9,-14,17,3,0,52
Cc1cc(NC(=O)c2ccccc2F)on1,8,38,0.8,2.6,27,1,23,6,-56

# Laid out differently: results already given.
CSc1nc(-c2ccc(Cl)cc2)nn1C(=O)c1ccco1
  PGE2 EP2 inh: 9	EP2 mod: 49	TRPML3 agonist: -0.1	zfTRPN1 agonist: -0.5	PPC-1+TRAIL kill: 12	NPY Y1 blocker: 2	NPY-Y1 PAM-ag: 3	14-3-3 Bad PPI: -6[fluorescence artefact?]	CHOP inhibitor: 24

c1ccc(N2CCN(c3ccccc3)C2c2cccnc2)cc1
  PGE2 EP2 inh: 14	EP2 mod: -2	TRPML3 agonist: -0.4	zfTRPN1 agonist: -0.6	PPC-1+TRAIL kill: 17	NPY Y1 blocker: -2	NPY-Y1 PAM-ag: -12	14-3-3 Bad PPI: -1	CHOP inhibitor: 8

# Remaining list, next part
SMILES,PGE2 EP2 inh,EP2 mod,TRPML3 agonist,zfTRPN1 agonist,PPC-1+TRAIL kill,NPY Y1 blocker,NPY-Y1 PAM-ag,14-3-3 Bad PPI,CHOP inhibitor
CCOC(=O)c1cnn(-c2cccc(Cl)c2)c1N,2,24,-0.3,0.1,-12,-2,-11,1,-3
CCCc1c(O)nc(SCCN(CCC)CCC)[nH]c1=O,4,24,1.0,2.7,8,-3,8,-7[fluorescence artefact?],17
C#CCOCCOCCOCCNc1nc(N2CCN(C(=O)[C@H](Cc3cc4ccccc4[nH]3)n3cc([C@@H](N)C(C)CC)nn3)CC2)nc(N2CCN(C(=O)[C@H](Cc3cc4ccccc4[nH]3)n3cc([C@@H](N)CC(C)C)nn3)CC2)n1 (some centres undefined),/,-12,0.0,0.3,-11,-8,7,33,19
Cc1nc(SCC(=O)Nc2cc(C)on2)c2c(=O)n(C)c(=O)n(C)c2n1,13,17,0.5,-1.0,8,-3,18,-13,17
Brc1ccc(-c2csc(N/N=C/c3cccnc3)n2)cc1,4,-36,0.3,3.0,10,-4,-1,3,65
Cc1nnc(OCc2nc3ccccc3n2C)c2ccccc12,12,-6,-0.1,0.5,4,2,7,14,21
Cc1ccccc1-c1nc(-c2ccc(NC(=O)c3ccc(Br)o3)cc2)no1,8,-36,0.8,0.6,-15,-3,11,3,16
N#CCCSc1ncnc2c1oc1ccccc12,9,66*,0.7,0.4,-6,12,14,-4,-2
CCNS(=O)(=O)c1ccc(OC)c(C(=O)NC2CCCCC2)c1,1,-10,0.7,-1.4,-14,-4,-5,-2,9
Cc1ccc(-c2nnn(CC(=O)NCC3CC3)n2)o1,9&10,-27&-13,0.7,0.5,-6,1,-5,6,19
COc1cccc(CN2CCN(C3CSCCSC3)CC2CCO)c1 (centres undefined),12,-2,0.3,0.8,5,2,9,-10,21
COc1ccc(C(c2nnnn2CS(=O)(=O)c2ccc(C)cc2)N2CCN(c3ncccn3)CC2)cc1 (centres undefined),4,24,2.4,-0.5,9,-3,-6,-1,6
CC(=O)Nc1ccc(NS(=O)(=O)c2cccc3ccccc23)cc1,7,9,1.4,2.1,27,-8,32,13[fluorescence artefact?],35
Cc1cccc(Cc2cnc(NC(=O)C3=NCCN3)s2)c1,10,-11,-0.5,-0.2,-12,3,-2,-8,34
CN(C)S(=O)(=O)c1ccc(C(=O)NCC2(N3CCCCC3)CCCCC2)cc1,6,-6,0.9,-0.2,-4,2,15,-14,63
COc1ccc(C(=O)NNC2=CC(=O)CC(C)(C)C2)cc1OC,7,35,1.3,1.4,27,1,4,-4,23

# Individual results from the entries so far:
# For PPC-1+TRAIL kill, `CC(C)C(NC(=O)COc1ccccc1)C(=O)O` (centres undefined) is listed with 33
# For PPC-1+TRAIL kill, `Cc1cc(C)n(-c2ccc(C)c(Cl)c2)n1` is listed with 19
# For PPC-1+TRAIL kill, `Cc1nc(SCC(=O)Nc2cc(C)on2)c2c(=O)n(C)c(=O)n(C)c2n1` is listed with 8
# For NPY Y1 blocker, `C#CCOCCOCCOCCNc1nc(N2CCN(C(=O)[C@H](Cc3cc4ccccc4[nH]3)n3cc([C@@H](N)C(C)CC)nn3)CC2)nc(N2CCN(C(=O)[C@H](Cc3cc4ccccc4[nH]3)n3cc([C@@H](N)CC(C)C)nn3)CC2)n1` (some centres undefined) is listed with -8

# Profiles, quoted from the list. Values in the order: PGE2 EP2 inh, EP2 mod, TRPML3 agonist, zfTRPN1 agonist, PPC-1+TRAIL kill, NPY Y1 blocker, NPY-Y1 PAM-ag, 14-3-3 Bad PPI, CHOP inhibitor
# `COc1ccc(C(=O)NNC2=CC(=O)CC(C)(C)C2)cc1OC` as listed: 7, 35, 1.3, 1.4, 27, 1, 4, -4, 23
# `CN(C)S(=O)(=O)c1ccc(C(=O)NCC2(N3CCCCC3)CCCCC2)cc1` as listed: 6, -6, 0.9, -0.2, -4, 2, 15, -14, 63
# `Cc1cccc(Cc2cnc(NC(=O)C3=NCCN3)s2)c1` as listed: 10, -11, -0.5, -0.2, -12, 3, -2, -8, 34
# `COc1cccc(CN2CCN(C3CSCCSC3)CC2CCO)c1` (centres undefined) as listed: 12, -2, 0.3, 0.8, 5, 2, 9, -10, 21
# `COc1ccc(C(c2nnnn2CS(=O)(=O)c2ccc(C)cc2)N2CCN(c3ncccn3)CC2)cc1` (centres undefined) as listed: 4, 24, 2.4, -0.5, 9, -3, -6, -1, 6
